From PubChem BioAssay
Salmonella PhoP GFP – PhoP regulon inhibitors, Salmonella typhi PhoP promoter GFP reporter, confirmatory (AID 1850) | inhibition, % at 50 µM, or IC50 in µM where a hit was titrated | 310,000 tested, 0.33% active | Salmonella Typhi PhoP-promoter GFP reporter, fluorescence, 4 h; higher % means a stronger effect; in the data active means a potency from the dose series; inconclusive means inhibition mostly from about 25% at the one dose, without a potency; inactive means the rest, 99 in 100 with inhibition below about 19%;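 further: 0% = induced wells with vehicle and 100% = uninduced wells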
inhibitors of VEEV – inhibitors of VEEV TC-83 cytopathic effect, confirmation, Vero cells (AID 588727); Vero cells, VEEV TC-83 cytopathic effect inhibition; higher % means a stronger effect; inhibition, % at 20 µM, or IC50 in µM where a hit was titrated; 350,000 tested, 0.13% active; in the data active means a potency from the dose series; inconclusive means inhibition mostly from about 14% at the one dose, without a potency; inactive means the rest, 99 in 100 with inhibition below about 12%; further: strong numbers were not always called active
H37Rv inhibition – M. tuberculosis growth inhibition, HTS (AID 449762); M. tuberculosis H37Rv growth inhibition, 7H9 media; higher % means a stronger effect; 330,000 tested, 0.59% active; one-dose inhibition, % at 25 µM; IC50 in µM for titrated hits; in the data active means a potency from the dose series; inconclusive means inhibition above about 70% without an active follow-up result;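 further: bacterial growth assessed after seven days of incubation; strong numbers were not always called active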
influenza NS1A – NS1A inhibition, H1N1 influenza, cell based functional assay (AID 504329); NS1A functional cell-based assay, percent inhibition; higher % means a stronger effect; 340,000 tested, 0.3% active; inhibition, % at 12.5 µM, or IC50 in µM where a hit was titrated; in the data active means a potency from the dose series; inconclusive means inhibition above about 27% without an active follow-up result; further: strong numbers were not always called active
M. tuberculosis – growth inhibition of non-replicating M. tuberculosis (AID 488890); Mycobacterium tuberculosis non-replicating, growth inhibition; higher % means a stronger effect; inhibition, % at 25 µM; hits with a dose series show IC50 in µM; 320,000 tested, 0.39% active; in the data active means a potency from the dose series; inconclusive means inhibition mostly from about 82% at the one dose, without a potency; inactive means the rest, 99 in 100 with inhibition below about 76%;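 further: plate controls were DMSO cells for no effect and high antibiotic wells for full effect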
inhibitors of VEEV 10K pilot screen – further read-out of inhibitors of VEEV, marked with its call; inhibition, %; measured here: 10K pilot screen inhibition
An asterisk follows results filed as active; i = inactive; ? = inconclusive; nt = no result given.

SMILES	Salmonella PhoP GFP	inhibitors of VEEV	H37Rv inhibition	influenza NS1A	M. tuberculosis	others
Cc1csc(=O)n1CC(=O)Nc1ccc(C(C)C)cc1	nt	1.5%	nt	-1%	nt
Cc1ccc(NC(=O)N2CCC(c3ccccc3)C2)cc1C (stereo unspecified)	11%	0.3%	-9%	4%	57%
CC(=O)Nc1ccc(S(=O)(=O)NCc2ccncc2)cc1	-11%	i	-2%	3%	-12%
CCCn1nnc2ccccc2c1=O	2%	i	-5%	-11%	-2%
CCOC(=O)c1cc(C#N)c(N)nc1C	-5%	2.3%	-8%	11%	-4%
Cc1ccc(-n2nc3c(=O)n(CC(=O)NC4CCCCCC4)nc(C)c3c2C)cc1	2%	i	-6%	20%	-21%
CCc1ccc2nc(N(CCN(C)C)C(=O)c3ccc4ncsc4c3)sc2c1	-1%	0.6%	-7%	23%	0%
C[C@H](NC(=O)c1ccccc1Cl)C(=O)OCC(=O)N1CC2(C)CC1CC(C)(C)C2 (stereo partly specified)	-4%	i	6%	-2%	-7%
C#CCNC(=O)C1=C[C@H](c2csc3ccccc23)C[C@H](OCc2ccc(CO)cc2)O1	-1%	9.4%	16%	-3%	38%
CC(C)NC(=O)CN(c1cccc([N+](=O)[O-])c1)S(=O)(=O)c1ccccc1	-6%	i	-6%	10%	1%
O=C(Cn1nnc(-c2ccccc2)n1)Nc1cccc(S(=O)(=O)N2CCOCC2)c1	-4%	2.6%	0%	-2%	4%
Cn1nnnc1SCc1csc(Nc2ccccc2)n1	-1%	1.4%	-2%	-12%	-7%
CCOc1ccc(N(CC(=O)NCC2CCCO2)S(=O)(=O)c2ccc(Cl)cc2)cc1 (stereo unspecified)	-9%	i	-9%	-6%	-5%
Cc1oc2nc(SCCCC(=O)NCCO)nc(N)c2c1C	4%	0.3%	2%	13%	-12%
CC(=O)Nc1ccc(NC(=O)C2CCN(C(=O)c3cccs3)CC2)cc1	-3%	0.4%	-4%	13%	14%
N/N=C(/Cc1nc2ccccc2[nH]1)c1ccc([N+](=O)[O-])cc1	-22%	1.4%	?	0%	1.1µM*
CCNC(=O)NC(=O)C(C)Sc1nnc(COc2ccccc2Cl)o1 (stereo unspecified)	-23%	0.8%	34%	2%	77%
CCOC(=O)c1cc(S(=O)(=O)N2CCOCC2)cn1C	5%	4.3%	-3%	2%	2%
O=c1c2cc(N3CCOCC3)ccc2[nH]c(=S)n1CCCN1CCCCC1	11%	i	11%	-12%	16%
COc1ccc(/C=C(/C#N)C(=O)Nc2ccccc2C)cc1C(=O)O	-1%	1.5%	-2%	-10%	-12%
O=C(C1CCN(c2ncnc3c2nc2n3CCCCC2)CC1)N1CCN(c2ccc(F)cc2)CC1	-3%	9.1%	?	15%	-21%
COc1cc(NC(=O)[C@@H]2CCCN(S(=O)(=O)c3cccc4cccnc34)C2)cc(OC)c1OC	7%	10%	-8%	5%	1%	inhibitors of VEEV 10K pilot screen=11
Cn1nnc(NC(=O)CSc2ccc(Cl)cc2)n1	2%	3.7%	-10%	-6%	9%
Cc1nn2c(nc(N3CCOCC3)c3ccccc32)c1C=C(C#N)C#N	-10%	0.6%	7%	10%	-9%
CCn1c2ccccc2c2cc(NC(=O)c3ccccc3[N+](=O)[O-])ccc21	3%	0.4%	-3%	2%	-25%
COc1ccc(CSc2ccc(-c3nc4ccccn4c3NCc3ccccc3)cc2OC)cc1	-2%	12%	-2%	-23%	5%
COc1ccc(-c2c(C(=O)O)c(C(=O)O)c3n2CCC3)cc1	-1%	0.9%	0%	-7%	-12%
Cc1ccc2c(COC(=O)CC3Sc4ccccc4NC3=O)cc(=O)oc2c1C (stereo unspecified)	4%	1.2%	2%	5%	-11%
COc1ccc(CCNC(=O)CCCn2nc(C)n3ccnc3c2=O)cc1OC	0%	1.3%	-8%	0%	14%	inhibitors of VEEV 10K pilot screen=0.1
O=C(CN1C(=O)NC2(CCCc3ccccc32)C1=O)c1ccccc1F (stereo unspecified)	nt	0.7%	-12%	0%	48%
CCCCOC(=O)Nc1ccc(S(=O)(=O)Nc2cc(C)nc(C)n2)cc1	0%	1.0%	50%	32%	64%
COc1ccc(N2CCN(C3CCCN(Cc4ccc(F)cc4)C3)CC2)cc1 (stereo unspecified)	-4%	0.4%	8%	-9%	-2%
N=c1c(-c2nc3ccccc3[nH]2)cc(C(=O)c2cccs2)nn1-c1ccc(Cl)cc1	3%	nt	41%	nt	47%
O=C(/C=C/c1ccccc1Cl)NCc1ccco1	-4%	0.5%	5%	21%	?
Fc1ccc(CN2CCN(c3ncnc4scc(-c5ccc(F)cc5)c34)CC2)cc1	-10%	i	5%	-6%	6%
Cc1cc2[nH]c3c4ccccc4nc(C)c3c2cc1C	nt	i	nt	4%	nt
CCN(CC)CCN(C(=O)c1cc2ccccc2cc1OC)c1nc2ccc(F)cc2s1	-2%	3.1%	64%	18%	56%
CC12CCC(C(=O)Nc3cccc(Cl)c3)(C(Br)C1=O)C2(C)C (stereo unspecified)	-2%	i	6%	-1%	41%
CC1CC(C)CN(C(=O)COC(=O)CN2C(=O)c3ccccc3C2=O)C1 (stereo unspecified)	nt	1.4%	3%	2%	-5%
NS(=O)(=O)c1ccc(CCNC(=O)CSc2ccc(Cl)cc2)cc1	2%	0.6%	-1%	5%	8%
CC(C)(C)OC(=O)N1CCN(C(=O)c2ncn(Cc3ccccc3)c2C(=O)N2CCN(C(=O)OC(C)(C)C)CC2)CC1	nt	6.9%	-1%	-2%	-4%
CC(C)CC(=O)Nc1ccc(Oc2ccc3c(c2)C(=O)NC3=O)cc1	-4%	1.1%	4%	3%	-8%
C=CC1CN2CCC1CC2C(O)c1ccnc2ccccc12 (stereo unspecified)	nt	i	nt	8%	nt
Cc1c(O)ccc(NC(=O)/C=C/c2ccccc2)c1C	7%	3.5%	-5%	-7%	12%
Cc1ccc2[nH]c(=O)cc(C(=O)OCC(=O)c3ccc(F)cc3)c2c1	-3%	i	3%	11%	-6%
CC(=O)OC[C@H]1O[C@@H](O/N=C(\C)CCN2CCCCc3nc(C)c(C)cc32)[C@H](OC(C)=O)[C@@H](OC(C)=O)[C@@H]1OC(C)=O	-5%	nt	-1%	nt	-6%
CCc1nc(SCC(=O)Nc2cc(C)on2)n[nH]1	-1%	1.1%	1%	-4%	-8%
c1cnc2ccc(C(c3nnnn3C3CCCCC3)N3CCCCC3)cc2c1 (stereo unspecified)	-2%	i	-3%	9%	22%
O=C(Oc1cccc(C(=S)N2CCCCC2)c1)c1ccccc1	2%	2.3%	0%	4%	79%
Cc1noc(C)c1NC(=O)Nc1ccc2c(c1)C(=O)N([C@H](C)CO)C[C@H](C)[C@@H](CN(C)S(=O)(=O)c1ccccc1)O2	nt	0.3%	6%	-4%	17%

The list continues.
SMILES	Salmonella PhoP GFP	inhibitors of VEEV	H37Rv inhibition	influenza NS1A	M. tuberculosis	others
O=C(c1ccco1)N(Cc1cc2ccccc2[nH]c1=O)CC1CCCO1 (stereo unspecified)	-10%	1.1%	-9%	-21%	5%
Cc1ccc(-n2cc(CN3CCN(Cc4nccn4C)CC3)c(-c3ccc(F)cc3)n2)cc1	0%	1.0%	54%	8%	39%
Cn1c(=O)cc(SCC(=O)NCCCN2CCN(c3ccc(F)cc3)CC2)c2ccccc21	-3%	2.9%	0%	0%	26%
COCCCNc1nc2ccccc2nc1NS(=O)(=O)c1cccs1	1%	0.7%	-1%	0%	-5%
COc1cccc(CNc2ccc(S(=O)(=O)N3CCCC3)cn2)c1	nt	2.6%	-2%	-11%	20%
CC(NC(=O)c1ccccc1Br)c1nnc(SCc2ccc([N+](=O)[O-])cc2)n1C (stereo unspecified)	-9%	i	-10%	-1%	-3%
O=c1cc(-c2ccccc2)[nH]c2[nH]n(-c3ccccc3)c(=O)c12	6%	2.5%	-6%	-19%	11%
CCOc1ccccc1/C=N/NC(=O)c1cccc(Cl)c1	-10%	0.5%	-6%	-8%	10%
COc1ccc(CCNCC(O)Cn2ccc3ccccc32)cc1OC (stereo unspecified)	3%	5.1%	-7%	1%	27%
COc1ccc(C(=O)COC(=O)c2cc3ccccc3oc2=O)c(OC)c1	-2%	1.1%	60%	-8%	33%
COCCn1c(-c2ccc3ccccc3c2)nc2c1c(=O)[nH]c(=O)n2CC(C)C	3%	6.3%	13%	-16%	-1%
CC1CCN(S(=O)(=O)c2cccc(S(=O)(=O)N3CCOCC3)c2)CC1	2%	1.4%	-2%	-1%	9%
COCCNC(=O)C(=O)NCC1OCCN1S(=O)(=O)c1ccc2c(c1)OCCO2 (stereo unspecified)	3%	0.2%	2%	-10%	12%
CN(C)c1nc2c(c(=O)n(C)c(=O)n2C)n1Cc1ccccc1	8%	1.8%	-5%	1%	2%
CCOc1ccc(Nc2nc(Cl)nc(N3CCN(c4ccc(OC)cc4)CC3)n2)cc1	-10%	9.0%	?	5%	?
Nc1ccc(Br)cc1C(=O)O	-3%	i	-2%	3%	-3%
COC(=O)c1c(C)n(Cc2ccc3c(c2)OCO3)c2ccc(O)cc12	1%	3.1%	-5%	6%	50%
COc1cc2c(cc1OC)C(c1ccccc1)N(C(=O)c1cccc(S(C)(=O)=O)c1)CC2 (stereo unspecified)	13%	2.5%	-2%	-6%	7%
COc1ccc(CNC(=O)COC(=O)C2CC2C)cc1OC (stereo unspecified)	2%	i	2%	-5%	-4%
O=C(/C=C/Nc1ccccc1)c1ccccc1	0%	1.7%	1%	-11%	14%
CCOc1cc(NC(=O)C2CCCO2)c(OCC)cc1NC(=O)C1CC1 (stereo unspecified)	5%	1.7%	-2%	0%	0%
Cc1ccc(NC(=O)C2CC(=O)N(C(C)c3ccccc3)C2)cc1 (stereo unspecified)	nt	2.4%	-3%	-3%	14%
Cc1ccc(S(=O)(=O)Nc2ccc(C(OC(=O)c3ccccc3[N+](=O)[O-])(C(F)(F)F)C(F)(F)F)cc2)cc1	-6%	i	-4%	29%	0%
CCN(CC)c1ccc(C=Nc2cc(C)cc(C)c2)c(O)c1	2%	6.9%	-3%	0%	?
Cc1nn(-c2ccccc2)c(Cl)c1/C=N/NC(=O)c1ccnn1C	-2%	2.2%	0%	-6%	-3%
COc1ccc(CNC(=O)CN(C2CCCCC2)S(C)(=O)=O)cc1	-5%	i	3%	6%	-6%
O=C(O)CCCC(=O)Nc1ccccc1Br	-1%	0.7%	-5%	-14%	-5%
CCn1c(SCC(=O)Nc2cc(OC)ccc2OC)nnc1C1CCCCC1	-11%	0.4%	-16%	-6%	-14%
CCOC(=O)Nc1cccc(Cl)c1C	-13%	7.5%	4%	8%	nt
Cc1cccc(CN2CCN(c3nc4nonc4nc3NC3CC3)CC2=O)c1	-5%	0.8%	1%	-5%	18%

Gathered by group: the compounds so far with a cyano group (3)
SMILES	Salmonella PhoP GFP	inhibitors of VEEV	H37Rv inhibition	influenza NS1A	M. tuberculosis	others
CCOC(=O)c1cc(C#N)c(N)nc1C	-5%	2.3%	-8%	11%	-4%
COc1ccc(/C=C(/C#N)C(=O)Nc2ccccc2C)cc1C(=O)O	-1%	1.5%	-2%	-10%	-12%
Cc1nn2c(nc(N3CCOCC3)c3ccccc32)c1C=C(C#N)C#N	-10%	0.6%	7%	10%	-9%

Additional structures follow:
SMILES	Salmonella PhoP GFP	inhibitors of VEEV	H37Rv inhibition	influenza NS1A	M. tuberculosis	others
CC(=O)N1CCOc2ccc(S(=O)(=O)N3CCC(C(=O)Nc4cc(C)ccc4C)CC3)cc21	7%	0.6%	2%	-2%	-2%
COc1ccc(C2(CNC(=O)c3ccc(OC)c([N+](=O)[O-])c3)CCOCC2)cc1OC	4%	2.0%	2%	-1%	5%	inhibitors of VEEV 10K pilot screen=0.3
O=C(O)CCn1c(SCc2cc(=O)n3ccccc3n2)nc2ccsc2c1=O	-8%	7.8%	-1%	0%	-21%
O=C(Nc1ccc(N2CCOCC2)cc1)c1cc2c(s1)CCCC2	-5%	9.6%	-3%	8%	52%
COc1ccccc1NS(=O)(=O)c1cccc(C(=O)N/N=C/c2ccc(NC(C)=O)cc2)c1	5%	2.7%	5%	-6%	5%
CCOC(=O)Nc1sc2c(c1C(=O)OCC)CCC2	16%	1.9%	0%	-4%	20%
Cc1ccc(C)c(NC(=O)CCN2CC(C)CC(C)C2)c1 (stereo unspecified)	-3%	i	-2%	-4%	-13%

Copied from the listing (two entries):
SMILES	Salmonella PhoP GFP	inhibitors of VEEV	H37Rv inhibition	influenza NS1A	M. tuberculosis	others
CCOC(=O)Nc1sc2c(c1C(=O)OCC)CCC2	16%	1.9%	0%	-4%	20%
Cc1ccc(C)c(NC(=O)CCN2CC(C)CC(C)C2)c1 (stereo unspecified)	-3%	i	-2%	-4%	-13%
